# Bioassay records as filed in PubChem.
# GAA glycogen = qHTS Assay for Inhibitors and Activators of Human alpha-Glucosidase Cleavage of Glycogen | recombinant GAA, glycogen substrate, Amplex Red glucose oxidase fluorescence | Potency, µM (series often up to 76.4 µM), without a hit: at the highest dose activity change, negative = inhibition, most hits filed as inhibitors | 300,000 compounds, 0.38% hits | AID 2100, 2009; active means well fitted inhibition curve with a large enough effect; inconclusive means small, poorly fitted or top-dose-only effect, or another doubt; inactive means no such curve, though single readings can be large or run the other way;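 further: 0% = full enzyme reaction and -100% = no-enzyme basal signal; the screen sought inhibitors and activators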
#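 qHTS, 1536-well; enzyme 4 nM final; cpd up to 77 uM; substrate bovine liver glycogen 30 ug; 50 mM citrate/phosphate pH 5.0, 0.01% Tween-20; 37 C, 40 min; Amplex Red detection 45 min RT; Hill fit → AC50.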
# * hit, by the source's call; ? = inconclusive; [ ] = another dose, or the depositor's remark. Potency means the concentration at half of the fitted maximal effect. The list is partial; the hit share may differ from the screen's.
mol | GAA glycogen
CC1N=C(c2ccccc2)c2cc(Br)ccc2NC1=O (stereo not drawn) | -8%
COc1ccccc1-n1c(-c2ccccc2Cl)nc2ccccc2c1=O | 1%
C[C@@H]1CC[C@H]2[C@@H](C)C(=O)O[C@@H]3O[C@@]4(C)CC[C@@H]1[C@]32OO4 | -14%[76.3 µM]
COc1ccc(CN2CCCC(C(=O)c3ccc(Cl)cc3)C2)c(O)c1 (stereo not drawn) | 5%[76.3 µM]
N[C@@H](Cc1ccccc1)C(=O)N1C[C@H]2C[C@@H](C1)c1cccc(=O)n1C2 | 6%[76.3 µM]
Cc1ccccc1N1CCN(C2CCCN(C(=O)COc3ccccc3)C2)CC1 (stereo not drawn) | -2%[76.3 µM]
COc1cccc(CN2CCNCC2)c1OC | -3%[76.3 µM]
COc1ccccc1-n1c(-c2ccc(C)cc2)nc2ccccc2c1=O | -10%
CCCc1cc(=O)oc2cc(OCC(=O)N3CCC(C(=O)O)(c4ccccc4)CC3)ccc12 | 15%[76.3 µM]
COc1ccc(-c2cc(=O)oc3c(C)c(OC(C)C(=O)N4C[C@H]5C[C@@H](C4)c4cccc(=O)n4C5)ccc23)cc1 (stereo partly drawn) | 9%[76.3 µM]
O=c1c2ccccc2nc(/C=C/c2ccccc2)n1-c1ccc(O)cc1 | -6%
Cc1nc2ccccc2c(=O)n1-c1ccc(-c2ccccc2)cc1 | 3%
Cc1cc(OCC(=O)N2CCC(C(=O)O)CC2)c2c3c(c(=O)oc2c1)CCC3 | -3%[76.3 µM]
CCc1ccc(N2C(=O)NC(=O)/C(=C\c3cc(C)n(-c4cc(C(=O)O)cc(C(=O)O)c4)c3C)C2=O)cc1 | 2%
O=c1c2ccccc2nc(-c2ccccc2F)n1-c1ccccc1 | 4%[76.3 µM]
COCCNC(=O)Cn1cc(C=C2C(=O)NC(=O)NC2=O)c2ccccc21 | 1%
Cc1ccc2c(c1)N(C(=O)CCC(=O)N1CCC3(CC1)OCCO3)CCO2 | -8%[76.3 µM]
COc1ccc(C2=NS(=O)(=O)N(C)C(C(=O)N3CCC4(CC3)OCCO4)=C2)cc1OC | -2%[76.3 µM]
CCOc1cc2c(cc1OCC)-n1cccc1C(c1ccccc1OC)NC2 (stereo not drawn) | -1%
CC(C)c1ccc(N2C(=O)CC(=O)NC2=O)cc1 | -6%
CCN(CC)C(=O)c1ccc(NC(=S)NC(=O)CCc2ccccc2)cc1 | -8%[76.3 µM]
COc1cc(C)cc2oc(=O)c(CC(=O)N3C[C@H]4C[C@@H](C3)c3cccc(=O)n3C4)c(C)c12 | 19%[76.3 µM]
CC(C)c1ccc(C2NCc3ccccc3-n3cccc32)cc1 (stereo not drawn) | -2%
CC1CN=C(NCc2ccccc2Cl)S1 (stereo not drawn) | -7%[76.3 µM]
O=C(CCc1ccc(O)cc1)N1C[C@H]2C[C@@H](C1)c1cccc(=O)n1C2 | -4%[76.3 µM]
CC(C)c1ccc(OCC(=O)N2CCN(CCc3ccccn3)CC2)cc1 | 9%[76.3 µM]
Cc1cc(OCC(=O)N2CCC(C(=O)O)(c3ccccc3)CC2)c2c(C)cc(=O)oc2c1 | -1%[76.3 µM]
COc1ccccc1CCNCc1cccc(C(F)(F)F)c1 | 2%[76.3 µM]
Cc1ccc(-n2c(CNCc3ccc(F)cc3)nc3ccccc3c2=O)cc1 | 18%[76.3 µM]
CCOc1ccccc1CN1C2CCC1CC(c1ccc(C)cc1)C2 (stereo not drawn) | 1%[76.3 µM]
Cc1cc(/C=C2\C(=O)NC(=O)N(c3ccc(Br)cc3)C2=O)c(C)n1-c1cc(C(=O)O)cc(C(=O)O)c1 | -5%
N/C(=N\[N+](=O)[O-])N1CCN(C(=O)Oc2ccccc2)CC1 | 7%
CCOc1ccc(N2C(=O)CC(=O)NC2=O)cc1 | -1%[76.3 µM]
O=C(N/N=C/c1c(O)n(C2CCCCC2)c(=S)[nH]c1=O)c1ccccc1 | 7%[76.3 µM]
CN(C)S(=O)(=O)c1cc(C(=O)N2CCC(C(=O)O)(c3ccccc3)CC2)ccc1Cl | -1%
Cc1cccc(-n2nc(C)c3c2NC(=O)CSC3c2ccccc2Cl)c1 (stereo not drawn) | 16%[76.3 µM]
CN1C(=O)C(=Cc2cn(CC#N)c3ccccc23)C(=O)N(C)C1=O | 2%
O=C1Nc2ccc(Br)cc2C(c2ccc(Cl)cc2)=NC1O (stereo not drawn) | 5%
CCOc1cc(C2NCc3ccccc3-n3cccc32)ccc1OC (stereo not drawn) | 0%
CN(C)C1(CNC(=O)Nc2ccc(Cl)c(Cl)c2)CCCCC1 | 1%
O=P(C(Cl)Cl)(N1CCOCC1)N1CCOCC1 | 2%[76.3 µM]
Cc1ccc(OP(=O)(Nc2cccc(C)c2)Oc2ccc(C)cc2)cc1 | -6%
COc1ccc(OC)c(N2C(=O)/C(=C/c3ccco3)C(=O)NC2=S)c1 | 6%
C[n+]1c(-c2ccccc2)sc2ccccc21 | 4%[76.3 µM]
c1ccc(CCNC2CCCCCC2)cc1 | -1%
Fc1ccc(CNCCc2c[nH]c3ccccc23)cc1 | 0%[76.3 µM]
Cc1ccc(OCCOc2cccc(C=C3C(=O)NC(=O)NC3=O)c2)cc1 | -24%
CCOc1ccc(CNCCc2ccc3c(c2)OCO3)cc1 | 5%[76.3 µM]
CCOC(=O)[C@@H]1[C@H]2COc3ccc(Br)cc3[C@@H]2N2C(=O)N(c3cccc(C)c3)C(=O)[C@]12C | -3%[76.3 µM]
CC(=O)N1CCN(CCN=Cc2c(O)n(-c3ccc(C)cc3)c(=S)[nH]c2=O)CC1 | -6%
COc1ccc(CNC(=O)CCC(=O)N2C[C@H]3C[C@H](C2)c2cccc(=O)n2C3)cc1OC | 5%[76.3 µM]
C[C@]12CCC3[C@@H](CCC4=CC(=O)CC[C@@]43C=O)C1CCC2=O (stereo partly drawn) | -7%
CC(=O)c1ccc(OCC(=O)N2CCCC(N(C)Cc3ccccc3)C2)cc1 (stereo not drawn) | 5%[76.3 µM]
O=C(COc1ccc(Cl)cc1)NCCc1cnc[nH]1 | -5%
O=C(O)Cn1cc(C(=O)c2ccccc2F)c2ccccc21 | 1%[76.3 µM]
CCCCn1c(=O)c(C(=O)Nc2cccc(C)c2)c(O)c2ccccc21 | 17%[76.3 µM]
CCN1C(=O)NC(=O)/C(=C\c2cn(CC(=O)N3CCCCC3C)c3ccccc23)C1=O (stereo not drawn) | 0%[76.3 µM]
Cc1ccc(C2=NCC(=O)Nc3ccc(Br)cc32)cc1 | -17%[76.3 µM]
CCOC(=O)C1(CCOc2ccccc2)CCN(Cc2ccccc2OC)CC1 | 4%[76.3 µM]
Cc1c(C(=O)O)cc(-c2ccccc2)n1Cc1ccccc1 | 3%

# (list continues)
mol | GAA glycogen
COc1ccc(C(=O)NC(=S)NNC(=O)c2cccnc2)cc1 | ?
COc1ccc(CNCCc2c[nH]c3ccccc23)c(OC)c1OC | 0%[76.3 µM]
COc1ccc(CCNCc2ccc(Br)cc2)cc1OC | -3%
COc1ccc(C(O)P(=O)(Oc2ccccc2)Oc2ccccc2)cc1 (stereo not drawn) | -8%
Brc1cccc(CNCCc2ccc3c(c2)OCO3)c1 | -5%[76.3 µM]
Cc1cc(C)cc(OCCOc2cccc(C=C3C(=O)NC(=O)NC3=O)c2)c1 | 0%[76.3 µM]
NNC(=O)c1nc[nH]c1C(=O)Nc1ccc(Cl)cc1C(=O)c1ccccc1 | -11%[76.3 µM]
CC(Cc1ccccc1)N1C(=O)c2ccccc2C1=O (stereo not drawn) | 13%[76.3 µM]
CCCCn1c(C)c(C(=O)O)c2cc(OC)c3ccccc3c21 | 5%
CN1CCCC(C(=O)c2ccc(-c3ccccc3)cc2)C1 (stereo not drawn) | -9%[76.3 µM]
COC(=O)C1(C(=O)O)Cc2cc([N+](=O)[O-])ccc2N2CCCC21 (stereo not drawn) | 0%
S=C(NCCc1ccccc1)NCCc1cnc[nH]1 | -3%[76.3 µM]
O=C(O)c1ccccc1NC(=O)C1C2CCC(O2)C1C(=O)O (stereo not drawn) | -11%[76.3 µM]
Cc1cc(OCC(=O)NC(Cc2ccc(Cl)cc2)C(=O)O)c2c3c(c(=O)oc2c1)CCC3 (stereo not drawn) | -1%[76.3 µM]
C[N+]1(C)[C@@H]2CC[C@H]1CC(OC(=O)C(c1ccccc1)c1ccccc1)C2 (stereo partly drawn) | 5%
CC(C)(C#CC(=O)O)OOC(c1ccccc1)(c1ccccc1)c1ccccc1 | -1%
CCc1ccc(OCC(=O)N2CCN(CCc3ccccn3)CC2)cc1 | 10%[76.3 µM]
Cc1ccc2c(c1)N(C(C)C(=O)N1CCC3(CC1)OCCO3)C(=O)CO2 (stereo not drawn) | 0%
Cc1cc(N2CCN(C)CC2)nc2ccccc12 | 2%
CC1CCC(C)(NS(=O)(=O)OCC(Cl)(Cl)Cl)CC1 (stereo not drawn) | 3%[76.3 µM]
CC(=O)N1CC(=O)Nc2ccc(Cl)cc2C1c1ccccc1 (stereo not drawn) | -1%
COc1ccccc1C1SCC(=O)Nc2c1c(C)nn2-c1cccc(C)c1 (stereo not drawn) | 1%[76.3 µM]
CC1CCN(CC(=O)c2cccc(C(F)(F)F)c2)CC1 | 0%
CC(C)(C)c1ccc(O)c(N=Cc2c(O)ccc3ccccc23)c1 | ?
CC(C)(C)c1ccc(CSc2cnn(C(C)(C)C)c(=O)c2Cl)cc1 | -5%
O=C1Nc2ccc(Br)cc2C(c2ccccc2)=NC1O (stereo not drawn) | 3%
CCOC(=O)C1(CCOc2ccccc2)CCN(Cc2cccc(O)c2)CC1 | 3%[76.3 µM]
COc1ccc(CC(=O)Nc2ccc(C#N)c(Cl)c2)cc1S(=O)(=O)N1CCOCC1 | -7%[76.3 µM]
CN(C)C1C(=O)C(C(N)=O)=C(O)C2(O)C(=O)C3=C(O)c4c(O)cccc4C(C)(O)C3C(O)C12 (stereo not drawn) | -4%[76.3 µM]
CC(=O)OC1CCC2(/C=N/O)C(=CCC3C4CCC(=O)C4(C)CCC32)C1 (stereo not drawn) | -6%[3.05 µM]
COc1ccc(CC(C)NC2CCCCCC2)cc1 (stereo not drawn) | 5%[76.3 µM]
COc1ccc(N2C(=O)/C(=C/c3ccco3)C(=O)NC2=S)cc1 | -20%
O=C(c1ccc(Cl)cc1)N1CCC2(CC1)OCCO2 | -4%[76.3 µM]
CNC(=O)NC(O)C(Cl)(Cl)Cl (stereo not drawn) | 6%[76.3 µM]
COc1cc(C)c(CN2CC=C(c3ccc(F)cc3)CC2)cc1C | -16%[76.3 µM]
O=C(Nc1ccccc1)N(Cc1ccc2c(c1)OCO2)C1CCN(Cc2ccccc2)CC1 | 6%[76.3 µM]
COc1ccc2[nH]cc(CCNCc3cccnc3)c2c1 | -14%[76.3 µM]
O=C(CCNC(=O)N1C[C@H]2C[C@@H](C1)c1cccc(=O)n1C2)Nc1cccc(Cl)c1 | -11%[76.3 µM]
O=C(Cc1ccccc1)OCC(=O)c1ccccc1 | -9%[76.3 µM]
Cc1c(CC(=O)N2C[C@H]3C[C@@H](C2)c2cccc(=O)n2C3)c(=O)oc2cc(O)c(Cl)cc12 | -10%[76.3 µM]
Cc1ccc(C2CC3CCC(C2)N3Cc2ccccc2F)cc1 (stereo not drawn) | 15%[76.3 µM]
COc1ccc(CN2CCN(Cc3ccccc3F)CC2)cc1 | 8%
Clc1ccccc1NC1=NCCCS1 | -2%[76.3 µM]
Cc1ccccc1-n1nc(C)c2c1NC(=O)CSC2c1ccc(Cl)cc1 (stereo not drawn) | 9%[76.3 µM]
CCC1(c2ccc(-c3ccccc3)cc2)C(=O)NC(=O)NC1=O | -4%[76.3 µM]
COc1ccc(OCC(=O)N2CCN(CCc3ccccn3)CC2)cc1 | 14%[76.3 µM]
O=C1CC(=O)N(c2ccccc2F)C(=O)N1 | 7%
CCN1CCN(c2cc(=O)n3ccccc3n2)CC1 | 1%

# Compounds above containing a COOH group:
mol | GAA glycogen
CCCc1cc(=O)oc2cc(OCC(=O)N3CCC(C(=O)O)(c4ccccc4)CC3)ccc12 | 15%[76.3 µM]
Cc1cc(OCC(=O)N2CCC(C(=O)O)CC2)c2c3c(c(=O)oc2c1)CCC3 | -3%[76.3 µM]
CCc1ccc(N2C(=O)NC(=O)/C(=C\c3cc(C)n(-c4cc(C(=O)O)cc(C(=O)O)c4)c3C)C2=O)cc1 | 2%
Cc1cc(OCC(=O)N2CCC(C(=O)O)(c3ccccc3)CC2)c2c(C)cc(=O)oc2c1 | -1%[76.3 µM]
Cc1cc(/C=C2\C(=O)NC(=O)N(c3ccc(Br)cc3)C2=O)c(C)n1-c1cc(C(=O)O)cc(C(=O)O)c1 | -5%
CN(C)S(=O)(=O)c1cc(C(=O)N2CCC(C(=O)O)(c3ccccc3)CC2)ccc1Cl | -1%
O=C(O)Cn1cc(C(=O)c2ccccc2F)c2ccccc21 | 1%[76.3 µM]
Cc1c(C(=O)O)cc(-c2ccccc2)n1Cc1ccccc1 | 3%
CCCCn1c(C)c(C(=O)O)c2cc(OC)c3ccccc3c21 | 5%
COC(=O)C1(C(=O)O)Cc2cc([N+](=O)[O-])ccc2N2CCCC21 (stereo not drawn) | 0%
O=C(O)c1ccccc1NC(=O)C1C2CCC(O2)C1C(=O)O (stereo not drawn) | -11%[76.3 µM]
Cc1cc(OCC(=O)NC(Cc2ccc(Cl)cc2)C(=O)O)c2c3c(c(=O)oc2c1)CCC3 (stereo not drawn) | -1%[76.3 µM]
CC(C)(C#CC(=O)O)OOC(c1ccccc1)(c1ccccc1)c1ccccc1 | -1%
